# Bioassay records as filed in PubChem.
# Kir21 inh = inhibitors of mouse Kir2.1 inward-rectifier potassium channel; P35561; HEK293-Kir2.1, FluxOR thallium flux fluorescence; active compounds read low; B-score at 10 µM; 310,000 tested, 0.85% active;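 active = fluorescence ratio B-score at or below minus 3 SD of library scores, with starting-brightness B-score within 2 SD, cut at about -4.2 in these data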;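 note: channel flux triggered by added potassium and thallium sulfate stimulus; B-score of peak minus minimum fluorescence over baseline after thallium stimulus; more negative B-score means stronger Kir2.1 block with less thallium influx; some compounds called inactive have numbers as strong as hits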
# Target sequence (P35561 whole entry, looked up): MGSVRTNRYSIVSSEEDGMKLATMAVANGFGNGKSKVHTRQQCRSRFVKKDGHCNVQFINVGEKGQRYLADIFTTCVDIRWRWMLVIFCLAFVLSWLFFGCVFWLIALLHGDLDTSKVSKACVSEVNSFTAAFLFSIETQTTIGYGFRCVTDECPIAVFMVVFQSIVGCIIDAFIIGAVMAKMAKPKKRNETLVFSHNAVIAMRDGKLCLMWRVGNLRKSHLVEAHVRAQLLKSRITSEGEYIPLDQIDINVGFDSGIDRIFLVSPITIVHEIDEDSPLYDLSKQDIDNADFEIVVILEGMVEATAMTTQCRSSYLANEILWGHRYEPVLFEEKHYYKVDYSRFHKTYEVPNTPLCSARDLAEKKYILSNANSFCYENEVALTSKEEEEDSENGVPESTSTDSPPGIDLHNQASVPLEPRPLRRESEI
# KCNQ2 inh = KCNQ2 channel blockers in CHO-K1 cells – cell-based, FluxOR thallium flux, B-score, primary screen (AID 2156) | B-score at 10 µM | 20 min; active compounds read low | O88943 | 310,000 tested, 1.1% active;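 active = fluorescence ratio B-score at most minus 3 library SDs, with starting brightness B-score within 2 library SDs, cut at about -5.5 in these data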
# STK33 kinase inh = blocks human STK33 kinase activity; purified STK33, MBP phosphorylation, ADP-Glo luminescence; inhibition, % at 10 µM; 320,000 tested, 0.073% active; AID 2661;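 active = inhibition at or above 25%, using the most active replicate where run in duplicate; inactive = inhibition below 25%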
# Target sequence (Q9BYT3 whole entry, looked up): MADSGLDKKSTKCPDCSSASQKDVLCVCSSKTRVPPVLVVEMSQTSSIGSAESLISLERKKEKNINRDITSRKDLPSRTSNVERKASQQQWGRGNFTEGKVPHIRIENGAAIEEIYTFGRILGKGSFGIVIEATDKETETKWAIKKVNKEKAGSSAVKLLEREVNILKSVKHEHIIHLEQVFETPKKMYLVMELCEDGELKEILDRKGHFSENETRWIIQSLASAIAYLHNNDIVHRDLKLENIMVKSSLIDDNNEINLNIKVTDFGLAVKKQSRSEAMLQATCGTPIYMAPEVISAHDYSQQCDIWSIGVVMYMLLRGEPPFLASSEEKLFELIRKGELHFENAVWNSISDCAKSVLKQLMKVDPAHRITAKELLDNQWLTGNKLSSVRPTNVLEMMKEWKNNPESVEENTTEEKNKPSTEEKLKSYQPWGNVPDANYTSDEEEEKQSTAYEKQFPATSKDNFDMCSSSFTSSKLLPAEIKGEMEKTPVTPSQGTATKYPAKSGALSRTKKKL
# * marks the source's active call; other numbers are inactive results; i = inactive; · = no result given. No enrichment for hits; any-hit rate near 1.9%.
SMILES,Kir21 inh,KCNQ2 inh,STK33 kinase inh
COc1ccccc1CN1CC(C(=O)N(C)Cc2ccc(C)o2)CCC1=O (stereo not given),0.49,i,1.0
CCOc1cccc(C(=O)NC2=NCCS2)c1,2,i,-1.3
Nc1ncnc2nc(SCCc3ccccc3)[nH]c12,1.02,i,-0.7
CCN(CC)CCCN=C1N[C@@H](c2ccccc2)C(C(=O)OC)=C(C)N1CC,0,i,-1.0
COc1ccnc(Oc2ccc(F)cc2)c1C(=O)N/C=N/OCc1ccccc1,-0.22,i,0.1
O=c1nc2ccccc2c2n1CC(CN1CCN(C(c3ccccc3)c3ccccc3)CC1)N2 (stereo not given),1.7,i,-0.5
C=CCNS(=O)(=O)c1cccc2cc(C(=O)O)c(O)cc12,1.3,i,0.5
CCN(C(=O)CSc1cc(C)c2ccc(OC)cc2n1)C1CCS(=O)(=O)C1 (stereo not given),0.34,i,-0.9
CC(C)=CCSc1nnc([C@@H](NC(=O)OC(C)(C)C)C(C)C)o1,-1.74,i,-0.1
FC(F)(F)c1ccccc1/C=N/Nc1ccccn1,1.37,i,-0.2
S=C(NCCCCNC(=S)NCc1ccccc1)NCc1ccccc1,0.46,i,-1.7
Cc1occc1C(=O)N1CCN(Cc2ccccc2)CC1,1.59,i,-0.8
CC(C1CCN(Cc2cn(C)nc2-c2cccc(Cl)c2)CC1)N1CCOCC1 (stereo not given),-0.36,i,-1.5
Cc1c(Cl)cccc1NC(=O)Nc1c(C)n(C)n(-c2ccccc2)c1=O,-0.47,i,-1.2
COC(=O)c1ccc(NC(=O)Cn2c(-c3nonc3N)nc3ccccc32)cc1,1.18,i,-3.8
Cc1ccc(N2C(=O)C(CN3CCCC3)C2c2ccccc2)cc1 (stereo not given),-2.8,i,-0.3
CCOC(=O)c1nnn(-c2nc(OC)nc(N3CCCC3)n2)c1-c1ccccc1,0.81,i,-1.4
CC(C)NC(=O)CCCc1c[nH]c2ccccc12,0.75,i,·
COC(=O)Cc1cc(=O)n2[nH]c(C)cc2n1,0,i,-0.4
O=C(Nc1ccccn1)c1cc2ccccc2cc1O,0.51,i,-0.2
CCOC(=O)N1CCC(N2C(=O)c3ccccc3C2Nc2cc(C(=O)OC)cc(C(=O)OC)c2)CC1 (stereo not given),1.76,i,0.9
O=C(COc1ccc(Cl)cc1Cl)c1ccc[nH]1,1.1,i,-0.6
CC(=O)Nc1ccc(C(=O)N(C)C(C(=O)Nc2ccccc2)c2ccccn2)cc1 (stereo not given),-0.17,i,-1.0
CCCCNc1ccc2c3c(cccc13)C(=O)N(CCCC)C2=O,-7.96,i,·
Cc1cc2nn(-c3ccc(Cl)cc3)nc2cc1N,1.43,i,-1.3
CC(NS(=O)(=O)c1ccc2[nH]c(=O)c(=O)[nH]c2c1)C(=O)O (stereo not given),2.14,i,0.5
CC1CN=C(N(C(=S)Nc2ccccc2)c2cccc(C(F)(F)F)c2)S1 (stereo not given),-2.22,i,0.3
O=C(CSc1nnc(SCc2ccc(F)cc2)s1)Nc1ccc(C(=O)O)cc1,1.87,i,-0.3
Cc1ccc(C(=O)NNC2CC(=O)N(c3ccc4c(c3)OCCO4)C2=O)cc1 (stereo not given),0.12,i,-0.9
O=C(c1ccccc1-c1nc(-c2ccccc2)no1)N1CCCC1,0.67,i,1.3
CCn1cc(C(=O)N2CCCC(N3CCN(c4ccccc4C)CC3)C2)cn1 (stereo not given),-0.02,i,-1.2
Cc1cccc(N(C)c2cc(C)nc3ncnn23)c1,1.14,i,0.0
CC(=O)Oc1ccc2c(c1)OC(c1ccccc1)CC21CC(C)(C)NC(=O)N1 (stereo not given),-0.31,i,0.7
O=c1onc(-c2ccc(Cl)cc2)n1Cc1ccc(F)cc1,-2.11,i,-0.3
O=C(c1ccc(Cl)cc1)c1oc2ccccc2c1CS(=O)c1ccc(Cl)cc1 (stereo not given),-0.33,i,-0.2
O=C(/C=C/c1cccc([N+](=O)[O-])c1)N1CCN(Cc2ccc3c(c2)OCO3)CC1,-0.15,i,-1.1

# Reformatted: two of the compounds above
SMILES	Kir21 inh	KCNQ2 inh	STK33 kinase inh
CCOC(=O)c1nnn(-c2nc(OC)nc(N3CCCC3)n2)c1-c1ccccc1	0.81	i	-1.4
O=C(CSc1nnc(SCc2ccc(F)cc2)s1)Nc1ccc(C(=O)O)cc1	1.87	i	-0.3

# Next section
SMILES,Kir21 inh,KCNQ2 inh,STK33 kinase inh
O=C(COc1ccc(Cl)cc1Br)N1CCN(c2ccccc2)CC1,1.45,i,1.4
CCN1CCN(C(=S)c2ccc([N+](=O)[O-])cc2)CC1,0.17,i,0.4
Cc1ccc(C)c(NC(=O)C2CC=CCC2C(=O)O)c1 (stereo not given),0.21,i,-1.0
C=CCN(C1CCCCC1)S(=O)(=O)c1ccc2c(c1)oc(=O)n2C,-1.07,i,-0.6
CC1(C)CC(NC(=O)CCc2nnc(CCCCc3ccccc3)o2)CCO1 (stereo not given),-0.82,i,-2.6
O=C1CC(c2ccccc2)CN1C(=O)c1cccnc1 (stereo not given),0.08,i,1.0
O=C(Nc1ccccc1)c1ccc(S(=O)(=O)N2CCCC2)cc1,-0.29,i,-0.9
CCOc1ccc(NC(=O)CC2SC(N)=NC2=O)c([N+](=O)[O-])c1 (stereo not given),0.48,i,-1.0
COc1cc(S(=O)(=O)Nc2ccccn2)ccc1F,1.54,i,1.0
Cc1ccc(S(=O)(=O)CCC(=O)OCC(=O)N2c3ccccc3NC(=O)C2(C)C)cc1,1.86,i,0.3
CN=C(Nc1ccc(C)c(C)c1)SC1CC(=O)N(c2ccc(OC)cc2)C1=O (stereo not given),0.63,i,-2.2
CCN(CC)c1c(-c2ccccc2)c2cc(C)ccc2[nH]c1=O,-0.42,i,·

# Exported tab-delimited: 7 of the compounds above.
compound	Kir21 inh	KCNQ2 inh	STK33 kinase inh
COC(=O)c1ccc(NC(=O)Cn2c(-c3nonc3N)nc3ccccc32)cc1	1.18	i	-3.8
Cc1occc1C(=O)N1CCN(Cc2ccccc2)CC1	1.59	i	-0.8
C=CCNS(=O)(=O)c1cccc2cc(C(=O)O)c(O)cc12	1.3	i	0.5
Cc1ccc(N2C(=O)C(CN3CCCC3)C2c2ccccc2)cc1 (stereo not given)	-2.8	i	-0.3
CC(C)NC(=O)CCCc1c[nH]c2ccccc12	0.75	i	·
COc1ccnc(Oc2ccc(F)cc2)c1C(=O)N/C=N/OCc1ccccc1	-0.22	i	0.1
O=C(Nc1ccccc1)c1ccc(S(=O)(=O)N2CCCC2)cc1	-0.29	i	-0.9

# Additional entries
SMILES,Kir21 inh,KCNQ2 inh,STK33 kinase inh
COc1cccc(CNC(=O)C2CCN(S(=O)(=O)N3CC(C)CC(C)C3)CC2)c1 (stereo not given),0.6,i,-2.3
C=CCn1c(Cc2cccs2)nnc1SCC(=O)c1ccc2ccccc2c1,-3.18,i,-1.6
CCn1c(SCC(=O)NC(C)C)nnc1-c1cccs1,1.27,i,0.7
NC(=O)C1(S(=O)(=O)c2ccccc2)CCCCC1,-0.36,i,0.7
Cc1cc(OCc2cc(C(=O)N(C)CCOc3ccccc3)no2)cc(C)c1Cl,-0.02,-5.66*,-1.8
Cc1cccc(C(C)C)c1NC(=O)COC(=O)CNS(=O)(=O)c1ccccc1,-0.65,i,-0.4
CCN(CC(=O)NC(=O)NCc1ccccc1)Cc1nc2ccccc2c(=O)[nH]1,0.64,i,-1.0
Cc1ccc(-n2cc(CN3CCN(Cc4nccn4C)CC3)c(-c3cccc(C)c3)n2)cc1,-0.57,i,-1.4
Cc1cc(C)cc(NC(=S)NCc2ccc(F)cc2)c1,-1.39,i,0.7
COc1ccccc1/C=C/C=N/n1c(-c2ccc(F)cc2)n[nH]c1=S,0.38,i,0.5
Cc1ccc(SCC(=O)OCC(=O)NCCNC(=O)COC(=O)CSc2ccc(C)c(C)c2)cc1C,0.77,i,-0.3
COc1cc(NC(=S)N(C)C)c(OC)cc1Cl,0.94,i,-0.2
CCOc1ccc(N2C(=O)C(Cl)=C(Nc3ccccc3O)C2=O)cc1,-0.13,i,-2.0
CCCCc1nnc(NC(=O)c2oc3ccc(OC)cc3c2C)s1,0.47,i,0.1
CC(=O)N/C(=C/c1cccnc1)C(=O)Nc1ccc(Cl)cc1,0.58,i,-0.4
CC1(C)CC(=O)c2c(oc3ccc(NS(=O)(=O)c4cccc5cccnc45)cc23)C1,-2.24,i,-1.6
O=C(c1cncc(Br)c1)N1CCN(S(=O)(=O)c2ccccc2C(F)(F)F)CC1,1.32,i,-0.8
CCc1ccc2nc3n[nH]c(N)c3cc2c1,1.15,i,3.9
O=C(CCC(=O)N1CCN(c2ccccn2)CC1)Nc1nnc(C2CCCCC2)s1,-0.59,i,0.7
N#Cc1c(N)oc(-c2ccco2)c1-c1ccco1,-0.32,i,0.7
COc1ccc(CN2CCN(Cc3ccccc3F)CC2)cc1OC,-2.24,i,-1.5
COc1cc(/C=C2\C(=O)NN(c3ccccc3)C2=O)cc([N+](=O)[O-])c1O,0.02,i,7.2
COc1ccc(Cl)cc1NC(=O)CN(C)C(=O)c1n[nH]c2ccccc12,2.14,i,-0.8
CCN(c1ccccc1)S(=O)(=O)c1ccc(OC)c(N=N/C(C(=O)Nc2ccccc2)=C(/C)O)c1,-0.03,i,4.7
Cc1ccc(N2CCN(c3ccc(NCc4nc5ccccc5n4C)cc3)CC2)cc1,0.96,i,-1.1
CC(=O)N1CCOc2cc(S(=O)(=O)N3CCN(c4ccccc4)CC3)c(Cl)cc21,-0.13,i,-0.5
COc1ccc2[nH]cc(C=O)c2c1,0.16,i,1.3
COCCCNC(=O)c1c[nH]c2ccc(S(=O)(=O)N(C)c3ccccc3C)cc2c1=O,-0.36,i,-1.1
N#Cc1c(C#N)c(-c2ccccc2)n(-c2ccc(C(=O)O)cc2)c1N,0.17,i,-1.7
COc1ccc(C(CNC(=O)c2ccccc2SC)N(C)C)cc1 (stereo not given),1.74,i,-0.6
COC(=O)c1c(NC(=O)c2ccc(C)o2)sc2c1CCCCC2,1.94,i,·
COc1ccc(C(=O)Oc2ccc(-c3nnco3)cc2)cc1S(=O)(=O)N1CCOCC1,0.03,i,-1.7
Cc1ccc(S(=O)(=O)/C(C#N)=C/c2c(N3CCOCC3)nc3c(C)cccn3c2=O)cc1,0.79,i,-0.6
Cc1ccc(OCCC(=O)Nc2ccccc2C(=O)N2CCCCC2)cc1,-0.45,i,-0.8
Cc1cc(Cl)ccc1NC(=S)NCC(C)C,-0.69,i,-1.2
Cc1cc(=O)oc(C)c1C(=O)N1CCCc2ccccc21,-0.31,i,0.2
Cc1cccc(NC(=O)/C(C#N)=C\c2cccnc2)c1,-2.62,-6.55*,-6.2
CCOc1ccc(/C=C/C(=O)NCCc2ccc(OC)c(OC)c2)cc1,-0.04,i,-0.9
CC1CCC(NC(=O)c2cc3c(=O)n(C)c4ccccc4c3n2C)CC1 (stereo not given),0,i,0.9
COCCCNC(=O)CC(NS(=O)(=O)c1ccc(C)cc1)c1ccco1 (stereo not given),1.76,i,0.0
CCOC(=O)C1=C(COC(=O)COc2cc(C)ccc2C)NC(=O)NC1C (stereo not given),-1.17,i,-1.8
CC(NC(=O)CSc1ccccc1)c1ccccc1 (stereo not given),-0.23,i,0.9
COc1ccc(C(C)=O)cc1CSc1nnnn1-c1ccc(O)cc1,-1.44,i,-0.1
Cc1nc2ncnn2c(C)c1CCC(=O)NCc1ccc2c(c1)OCO2,0.05,i,-3.4
COc1ccccc1NC(=O)NCc1ccc2c(c1)OCO2,1.7,i,·
Cc1ccc(S(=O)(=O)N(C)C)cc1NC(=O)c1cc(C(C)(C)C)nn1Cc1ccccc1,-0.96,i,-1.4
Cc1ccnc(NS(=O)(=O)c2ccc(NC(=O)c3ccc(N4C(=O)CCC4=O)cc3)cc2)n1,1.02,i,-2.0
O=C(/C=C\Nc1ccc(Cl)cn1)c1ccc(Br)cc1,-1.57,i,-0.6
CCOc1ccc(-n2c(C)nc3cc(C(=O)NCC4CCCO4)ccc32)cc1 (stereo not given),0.85,i,0.1
COc1cccc(C(C(=O)NC(C)(C)C)N(CCc2ccccc2)C(=O)CCC(=O)Nc2cc(C)on2)c1OC (stereo not given),0.81,i,-0.7
Cc1[nH]c2ccccc2c1C(=O)C(=O)NCCc1c[nH]c2ccccc12,0.01,i,-0.2
CC(C)NCC(O)c1ccc(O)c(O)c1 (stereo not given),1.96,i,-1.9
O=C(CCc1ccccc1)Nc1nn[nH]n1,-1.03,i,-0.6
COc1cc(CC(=O)N2CCC(n3nccc3NC(=O)C3CC3)CC2)cc(OC)c1OC,0.76,i,-1.4
O=S(=O)(c1ccc2oc3ccccc3c2c1)N1CCOCC1,-1.07,i,-0.3
COC(=O)c1[nH]c2cccc(OC)c2c1NC(=O)CCN1CCSCC1,0,i,-1.0
O=C(NCCc1ccccc1)c1nccc2ccccc12,-1.03,i,1.6
COc1cc(OC)nc(Oc2cc(/C=N/O)ccc2OC)n1,-2.06,i,-1.5
Nc1ccc2c(C(F)(F)F)cc(C(F)(F)F)nc2n1,2.75,i,-1.2
COc1ccccc1Nc1nc(NCCCN(C)C)nc(N)c1[N+](=O)[O-],-3.91,i,7.1

# Next section.
SMILES,Kir21 inh,KCNQ2 inh,STK33 kinase inh
COc1cccc(CNc2ccc(S(N)(=O)=O)cc2)c1OC,1.34,i,-2.0
O=C(NCc1ccccc1)c1ccc(CNc2c(N3CCCC3)c(=O)c2=O)cc1,-0.08,i,-1.4
O=C(c1ccccc1)c1ccc(N2CCOCC2)c(NC(=O)c2ccco2)c1,-0.46,i,1.2
CC1CCN(c2ccc(C=O)o2)CC1,1.85,i,1.2
